Bioassay records deposited in PubChem by several laboratories.
N-glyco inh = increase of ERlucT glycosylation luciferase signal, primary screen, N-linked glycosylation inhibitor project, D54 ERlucT cells, luminescence, set 2 | D54 ERlucT glycosylation luciferase reporter, 24 h; percent of 100 nM tunicamycin response | reporter increase, % at 12.5 µM | actives 0.23% (n = 360,000);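 active = mean luciferase reporter signal, scaled so untreated is 0 and the glycosylation-blocking control 100, at or above a set limit in every replicate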;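 note: luciferase carries N-glycosylation sites so blocking glycosylation raises the light; 0% = median of neutral control wells and 100% = median of 100 nM tunicamycin wells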
Exocytosis inh = LAMP-1 surface exposure blockers, TALL-104 cells – cell-based, flow cytometry, MLPCN library, primary screen; TALL-104 LAMP-1 surface exposure; cells stimulated with thapsigargin and PMA; inhibition, % at 10 µM; actives 0.66% (n = 360,000); AID 651702, 2012;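 active = inhibition above about 55%, limit read from the data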
ABHD5 PLIN5 PPI = ABHD5-PLIN5 interaction inhibitors, primary screen, cell lysate, split luciferase complementation, luminescence; Split G. princeps luciferase complementation, 4 h; actives 0.78% (n = 360,000); inhibition, % at 4 µM;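 active = inhibition above the mean inhibition across every tested compound plus 3 SD, cut at about 22% in these data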;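 note: 0% = DMSO only wells and the 100% control is not disclosed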
MC4R antagonist = MC4R antagonists of cAMP signaling, primary screen, cell-based, TR-FRET, antagonist arm of biased-ligand search. actives 0.48% (n = 360,000). AID 540295, 2011. inhibition, % at 6.5 µM. MC4R-expressing cells, MTII-stimulated cAMP, LANCE TR-FRET;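 active = inhibition above its plate's cutoff, the mean of tested wells on that plate plus 3 SD, cut at about 29% in these data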;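 note: 0% = Melanotan II alone and 100% = Melanotan II plus saturating MCL0020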
Target sequence (P32245 whole entry, looked up): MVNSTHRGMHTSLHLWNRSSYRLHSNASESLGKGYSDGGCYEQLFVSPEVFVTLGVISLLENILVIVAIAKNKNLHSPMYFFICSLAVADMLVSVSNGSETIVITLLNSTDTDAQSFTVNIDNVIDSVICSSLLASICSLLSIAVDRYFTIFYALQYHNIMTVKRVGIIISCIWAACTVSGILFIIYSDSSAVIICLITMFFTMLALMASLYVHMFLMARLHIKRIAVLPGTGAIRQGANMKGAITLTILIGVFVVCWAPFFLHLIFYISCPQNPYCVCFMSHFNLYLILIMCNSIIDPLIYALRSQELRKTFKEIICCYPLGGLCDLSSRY
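system = U2OS cells with stable human MC4R expression | also added = Melanotan II challenge after compound preincubation | dosing = one concentration, 6.5 µM nominal | incubation = compound 30 min, challenge 1 h, detection 1 h | measured by = TR-FRET with Eu-cAMP and labeled anti-cAMP, 671 nm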
PDI inh = inhibitors of human PDI, primary screen, biochemical, turbidity, single point, plate reader; Protein disulfide-isomerase (Homo sapiens), P07237; PDI insulin aggregation turbidity, A650, 90 min; inhibition, % at 10 µM; actives 0.052% (n = 350,000);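 active = mean inhibition across replicates of 30% or more, whatever share of single replicates reach that level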;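 note: absorbance from insulin aggregation driven by PDI reduction with DTT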
ABCB6 inh 2 = ABCB6 transporter inhibitors, primary screen, K562-ABCB6 cells, flow cytometry, MLPCN library; ATP-binding cassette sub-family B member 6 (Homo sapiens), Q9NP58; K562-ABCB6 porphyrin accumulation, 1 h; hits give low values; fluorescence ratio to DMSO, % at 10 µM; actives 0.19% (n = 360,000); AID 602162, 2011;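 active = fluorescence ratio to DMSO below 75%, the collection mean minus 3 SD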;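 note: signal is porphyrin accumulated inside mitochondria; 100% equals median channel fluorescence of DMSO control wells; lower ratio means ABCB6 inhibition with less porphyrin fluorescence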
HTR2A ag = mouse Htr2a agonists via beta-arrestin recruitment, primary screen, cell-based, luminescence | 5-hydroxytryptamine receptor 2A (Mus musculus), P35363 | CHO-K1 mHTR2A beta-arrestin complementation; percent of 30 µM serotonin response | activation, % at 7.6 µM | actives 0.66% (n = 360,000) | AID 624169, 2012;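 active = activation above a run cutoff, the mean activation of all tested compounds plus 3 SD, cut at about 14% in these data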;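 note: 0% = plate median of compound wells and 100% = 30 µM serotonin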
Target sequence (P35363 whole entry, looked up): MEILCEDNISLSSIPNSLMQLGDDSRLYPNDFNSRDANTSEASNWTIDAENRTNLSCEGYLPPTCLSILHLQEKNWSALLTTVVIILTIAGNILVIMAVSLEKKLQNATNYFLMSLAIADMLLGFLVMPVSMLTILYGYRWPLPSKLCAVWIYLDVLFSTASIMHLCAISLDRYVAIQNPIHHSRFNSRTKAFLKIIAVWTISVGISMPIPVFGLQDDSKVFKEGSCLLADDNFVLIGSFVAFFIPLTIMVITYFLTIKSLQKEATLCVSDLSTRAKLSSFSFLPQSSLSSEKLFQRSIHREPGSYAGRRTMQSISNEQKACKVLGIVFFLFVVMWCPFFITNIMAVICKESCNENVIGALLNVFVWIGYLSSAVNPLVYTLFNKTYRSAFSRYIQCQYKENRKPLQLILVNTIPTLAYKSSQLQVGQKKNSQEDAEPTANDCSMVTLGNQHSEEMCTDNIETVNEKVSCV
Cardio protect = cardioprotection against H2O2-induced cell death, primary screen, uHTS, H9c2 cells, ATPLite luminescence. H9c2 cardiomyocytes, H2O2 injury protection, 2 h. actives 0.63% (n = 360,000). protection from H2O2 cell death, % at 20 µM. AID 588492, 2011;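 active = compounds giving at least 50% protection of heart cells from peroxide-induced death in the single-dose screen, raw or plate-pattern-corrected value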;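 note: 0% = DMSO wells with peroxide and 100% = DMSO wells without peroxide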
CaV13 ICDI inh = Disruptors of the CACNA1D IQ motif to Ca2+-dependent inactivation inhibitor domain association, primary screening, Förster resonance energy transfer in intact living … | actives 0.098% (n = 340,000) | HEK cells, CFP/YFP FRET ICDI-IQ, plate reader, 10 min; percent FRET-ratio fall versus neutral wells | AID 743397 | inhibition, % at 12.3 µM;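 active = mean replicate inhibition of at least 30% and at least 1% of replicates passing that level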;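 note: 0% = median of the neutral control wells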
MC4R ag barr = MC4R agonists recruiting beta-arrestin, primary screen, cell-based, luminescence, agonist arm of biased-ligand search | U2OS MC4R beta-arrestin complementation; percent of melanotan II response, DMSO zero | activation, % at 8.9 µM | actives 0.98% (n = 360,000) | AID 540308, 2011;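 active = activation above a per-plate cutoff, the mean activation of sample wells on that plate plus 3 SD, cut at about 8% in these data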
An asterisk follows results filed as active; / = no result given.

The opening four entries as a preview:
SMILES	N-glyco inh	Exocytosis inh	ABHD5 PLIN5 PPI	MC4R antagonist	PDI inh	ABCB6 inh 2	HTR2A ag	Cardio protect	CaV13 ICDI inh	MC4R ag barr
O=C1C=CC(=O)C(CNc2ccc(C(=O)OCc3ccccc3)cc2)=C1	1.9	6.0	1.8	0.4	-5.2	99.0	-7.8	0.5	-2.3	0.4
CCCc1ccc(OCc2ccc(C(=O)NCc3cccnc3)o2)c(OC)c1	2.0	-4.9	-2.6	4.1	0.5	100.0	-3.3	-9.6	-2.4	0.3
O=C(c1ccc(Cn2c(=S)[nH]c3ccccc3c2=O)cc1)N1CCN(c2ccccn2)CC1	-3.8	-12.3	4.9	13.0	2.3	95.0	2.9	-9.4	-3.9	-0.1
CSc1cc(/C=N/O)c(SC)s1	-0.1	-1.4	-4.9	-9.7	1.8	95.0	-6.9	-4.0	-7.0	0.2

The listing, from the first entry:
SMILES	N-glyco inh	Exocytosis inh	ABHD5 PLIN5 PPI	MC4R antagonist	PDI inh	ABCB6 inh 2	HTR2A ag	Cardio protect	CaV13 ICDI inh	MC4R ag barr
O=C1C=CC(=O)C(CNc2ccc(C(=O)OCc3ccccc3)cc2)=C1	1.9	6.0	1.8	0.4	-5.2	99.0	-7.8	0.5	-2.3	0.4
CCCc1ccc(OCc2ccc(C(=O)NCc3cccnc3)o2)c(OC)c1	2.0	-4.9	-2.6	4.1	0.5	100.0	-3.3	-9.6	-2.4	0.3
O=C(c1ccc(Cn2c(=S)[nH]c3ccccc3c2=O)cc1)N1CCN(c2ccccn2)CC1	-3.8	-12.3	4.9	13.0	2.3	95.0	2.9	-9.4	-3.9	-0.1
CSc1cc(/C=N/O)c(SC)s1	-0.1	-1.4	-4.9	-9.7	1.8	95.0	-6.9	-4.0	-7.0	0.2
COc1ccc(-n2c(-c3ccc(Br)cc3)n[nH]c2=S)cc1	0.8	-2.3	-5.1	-0.2	-9.5	97.0	6.1	-7.1	-4.7	-0.9
COC(=O)c1ccc(NC(=O)CN(C)Cc2cccc(F)c2)cc1	2.2	-0.1	6.9	-1.1	-1.9	95.0	-7.2	-2.1	-19.7	-0.3
Cc1ccc(CN2CCSc3ccc(C(=O)N4CCN(c5ncccn5)CC4)cc32)cc1	-3.1	17.0	1.3	16.3	0.2	93.0	-0.3	-20.5	/	-1.4
COc1cc(C(=O)Oc2cccc(C=O)c2)cc(OC)c1OC	1.4	-3.1	8.0	-8.3	6.0	97.0	-3.7	3.5	/	-0.7
Cc1cccc(Nc2ccccc2C(=O)NCc2ccco2)c1C	4.7	27.5	-8.5	-13.1	-9.6	97.0	-7.2	8.4	-6.9	-0.5
Cn1cccc1Cc1nnc(SCC(=O)Nc2cccc(F)c2)n1CCc1ccccc1	22.0	-1.1	7.5	4.5	/	102.0	-0.8	15.3	-17.6	0.9
O=C(CCC(=O)N1CCCC1)Nc1ccc(Cl)c(Cl)c1	0.9	-4.0	0.0	-2.8	-1.1	99.0	6.1	1.0	-4.8	0.8
O=C1C2C3C=CC(CC3)C2C(=O)N1c1nccs1 (centres undefined)	0.9	-4.4	0.6	10.3	6.4	99.0	2.0	10.3	-4.4	-1.0
CC(C)CC(OC(=O)c1ccc(Cl)nc1)C(=O)NC1CCCC1 (centres undefined)	-1.9	-8.0	1.2	15.2	-0.1	102.0	-13.0	-4.4	-6.8	-0.1
CC(=O)OCCN(CCCn1c(-c2ccncc2)nc2ccccc21)c1nc(-c2ccc(C)cc2)cs1	2.7	-1.3	-3.9	1.9	-3.7	99.0	-0.5	-0.4	-9.7	-1.3
Cc1nc(N2CCN(Cc3ccccc3)CC2)nc2c1C(=O)CCC2	-3.4	1.3	5.3	10.6	-4.6	99.0	-1.7	-12.8	-5.4	0.2
Cc1cc(O)c(C(=O)/C=C/c2cccc([N+](=O)[O-])c2)c(=O)o1	-1.7	41.1	-1.5	2.9	-3.2	102.0	-4.9	-6.3	-16.6	-1.1
COc1ccc(-c2cc(C(=O)OC3CCOC3=O)c3ccccc3n2)cc1 (centres undefined)	0.2	-2.4	0.4	11.9	-2.7	100.0	-1.8	2.0	-4.2	-2.1
C[C@H](NC(=O)c1nc[nH]c1C(=O)N[C@H](C)c1ccccc1)C(=O)OCc1ccccc1	2.1	-7.1	-2.5	6.1	1.9	101.0	1.7	-3.3	-9.8	2.4
C=C(C)CN(CC)c1nc(N)c(C#N)c(CC#N)c1C#N	4.1	1.4	2.1	-8.7	0.0	86.0	1.5	-3.1	-5.7	-1.8
Cc1ccc(NS(=O)(=O)c2ccc(C(=O)NCC(c3ccco3)N3CCCCC3)cc2)cc1 (centres undefined)	-3.0	1.8	2.0	1.9	-2.7	97.0	-5.7	-6.8	-2.3	-1.9
CCN(Cc1ccccc1)C(=O)CN1C(=O)COc2ccc(S(=O)(=O)NC3CCCC3)cc21	-0.7	4.4	-1.9	12.2	6.7	103.0	-2.6	1.5	-7.4	-1.8
O=C(NCc1ccc(F)cc1)C1CCN(S(=O)(=O)c2cccc3nonc23)CC1	0.7	3.8	8.7	3.1	-7.5	98.0	5.2	-0.9	-8.8	0.6
CC1(c2cccc(Br)c2)NC(=O)N(CC(=O)c2ccc3c(c2)OCO3)C1=O (centres undefined)	2.1	-13.7	-7.4	-5.4	-2.6	96.0	-2.4	3.6	-5.3	-0.6
O=C(Nc1nnc(-c2ccco2)o1)C1CCCCC1	-4.0	0.4	-0.8	7.0	-50.2	97.0	2.7	6.0	-5.9	-1.4
O=C(NCCc1ccc(Cl)cc1)c1cccc(NC2=NC3CS(=O)(=O)CC3S2)c1 (centres undefined)	1.6	-2.9	8.8	14.0	/	102.0	2.9	4.8	-6.3	-0.9
Continuation.
SMILES	N-glyco inh	Exocytosis inh	ABHD5 PLIN5 PPI	MC4R antagonist	PDI inh	ABCB6 inh 2	HTR2A ag	Cardio protect	CaV13 ICDI inh	MC4R ag barr
c1ccc2c(c1)nc1n2CCN1CCNC1CCCCC1	-0.6	-3.5	3.7	9.0	-1.5	96.0	-4.1	14.1	-5.0	-2.4
CCOC(=O)C1CCN(Cc2ccc(O)c(OC)c2)CC1	5.8	1.1	2.5	4.1	7.0	94.0	13.3	4.5	-5.7	-1.4
O=C(Cn1ncc2ccccc2c1=O)Nc1cccc(C(F)(F)F)c1	-0.4	-0.6	0.3	-2.6	-0.5	95.0	0.9	2.1	-11.2	-0.9
CCOc1ccc(-n2c(SCC(=O)N3CCC(C(=O)O)CC3)nc3ccccc3c2=O)cc1	1.1	-12.1	-16.2	2.1	-2.7	81.0	-2.3	-4.0	-5.4	-1.4
Cc1cc(C(=O)CSc2nnc(C3COc4ccccc4O3)n2C)c(C)n1-c1ccc(F)cc1 (centres undefined)	-0.3	1.0	-4.0	-4.2	1.7	93.0	2.6	-1.3	-4.5	-1.0
O=C(CN1CCOCC1)N1c2ccccc2Sc2ccccc21	-1.5	1.1	1.3	22.7	1.9	100.0	3.0	2.8	-17.5	-1.8
O=C(O)C1Sc2[nH]c(=O)sc2C2c3cc(Cl)ccc3OC(=O)C12 (centres undefined)	1.7	-2.9	-12.8	-3.3	5.9	94.0	3.3	-6.0	-3.4	-2.6
O=C1C2C3CC(C2C(=O)N1c1cccc(Cl)c1)[C@H](O)C3O (some centres undefined)	3.6	-2.2	-6.8	-2.5	-1.0	98.0	4.2	-1.1	-4.5	0.2
C=CCNC(=S)NCc1ccccc1OC	0.4	-0.8	4.4	-0.5	-6.1	102.0	0.0	-3.5	-5.7	-1.1
CCOC(=O)c1ccc(NC(=S)NCc2ccccc2)cc1	-1.2	4.1	0.2	-2.0	-3.1	87.0	-4.3	-2.2	-3.3	-0.8
O=C(NCC(=O)N(c1ccccc1F)C(C(=O)NC1CCCC1)c1ccncc1)c1ccco1 (centres undefined)	1.0	-4.5	3.8	5.1	9.6	97.0	3.3	-4.2	-7.5	0.2
COc1ccc(S(=O)(=O)N(C)CC(=O)N2CCC(C(N)=O)CC2)cc1	3.0	19.1	-0.7	3.1	-5.8	94.0	1.6	-0.7	-7.8	-0.3
C=C(C)COc1ccc(-c2n[nH]c(C)c2-c2ccccc2)c(O)c1	-1.9	-1.3	-17.4	9.1	-1.8	107.0	-0.4	-40.2	/	2.0
NCCCC[C@@H](C(=O)N1CCNCC1)n1cc(CN)nn1	-0.7	-2.7	-5.5	8.5	-6.7	88.0	4.9	-0.6	-25.1	-0.4
Cc1cc(/C=C2/NC(=O)NC2=O)c(C)n1-c1cccnc1	1.9	0.2	-0.7	-13.2	-1.3	99.0	-1.8	-4.2	-3.4	-0.7
O=C(CCl)N1CCN(S(=O)(=O)Cc2ccccc2)CC1	6.7	0.9	-10.2	-0.3	-0.3	100.0	4.6	1.8	-2.0	-0.6
CCOc1ccc(CC(=O)NCC(=O)NCc2cc(=O)n(C)c(=O)n2C)cc1	1.4	-0.2	-0.5	-2.1	-7.7	95.0	-5.0	-2.9	-2.5	-2.4
COc1ccc(NC(=O)C(=S)NC2CCCCC2)cc1	-2.8	0.3	-8.3	9.5	1.4	99.0	-5.4	-5.5	-0.6	-2.7
COc1ccc(C2=Nc3ccccc3NC(=O)C2N(C(=O)c2cnc(C)cn2)c2ccc(N3CCOCC3)cc2)cc1 (centres undefined)	2.5	-3.3	-4.3	/	/	103.0	0.8	6.2	-7.3	/
O=C(N/N=C/c1c(F)cccc1Cl)c1ccc(Cn2cc(Br)cn2)o1	-1.1	-15.8	-8.2	11.8	0.9	93.0	-3.6	4.0	-2.4	-0.9
COC(=O)c1cnc2c(C(F)(F)F)cccc2c1OC	0.5	1.7	11.6	12.3	-0.9	97.0	3.4	-1.6	-7.3	0.0
Cc1c(C(=O)OCC(=O)NCC2CCCO2)oc2ccccc12 (centres undefined)	-3.1	-8.8	1.1	6.8	2.3	99.0	1.9	1.4	-4.4	-2.2
O=C(NCCCn1ccnc1)Nc1ccc(Cl)cc1	0.1	3.1	2.7	2.5	-9.9	105.0	-4.0	-3.8	-8.3	-1.6
NC(=O)CC(NC(=O)Cc1cccc2ccccc12)c1ccc(NC2CCCCC2)c([N+](=O)[O-])c1 (centres undefined)	3.1	-0.3	-4.6	-4.9	-15.1	103.0	10.3	-1.0	-12.2	1.6
COc1cc(/C=N/NC(=O)CN(Cc2ccccc2)S(=O)(=O)c2ccc3c(c2)OCCO3)ccc1O	-3.9	-0.1	-7.5	5.6	-8.6	96.0	-4.7	4.6	-2.2	-0.1
CCOCCCNc1nc2c(-c3ccccc3)nnn2c2ccccc12	-0.1	-6.9	3.7	-44.6	-8.8	98.0	0.8	-24.2	-5.8	-1.0
CCNC(=O)NC(=O)CSc1ccc(NC(C)=O)cc1	3.3	-0.4	2.9	1.1	-1.5	94.0	5.4	-6.7	/	-2.4
